Compound activity (PubChem)
Giardia killer: Giardia lamblia killing | activity change, % at 7.66 µM, hits read low | Giardia lamblia trophozoite viability | AID 540267 | hit rate 0.15% among 340,000; in the data active = activity change below about -80%; inconclusive = between about -30% and that limit;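 also: parasites exposed to compound for two days anaerobically before the ATP read; % is scaled to controls: 0 for no effect and ±100 for the full control effect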
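Trophozoites 100 cells/well + cpd; 48 hrs, 37 deg C, anaerobic. ATPLite 1-Step added, 15-30 min RT, luminescence read (ATP-based viability).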
PKM2 act: PKM2 (human) enzyme activation; P14618; purified PKM2, Kinase-Glo ATP luminescence, activation; response scale: 0% is enzyme alone, no compound; Potency, µM (series often up to 57.5 µM), for inactives: top-dose activation, actives largely listed as activators; hit rate 0.34% among 260,000; AID 1631; also: potency is read from the fitted curve at half-maximal effect; % is scaled to controls: 0 for no effect and ±100 for the full control effect; nearly all actives have a fitted effect of over 55% in size
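Purified hPK-M2 (>95%) run at intermediate activity with 0.1 mM ADP and 0.5 mM PEP in 50 mM imidazole pH 7.2, KCl, MgCl2; 1 h room temperature. ATP formed read by Kinase-Glo luminescence; normalized to uninhibited and no-enzyme controls.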
Tb PFK inh: inhibitors of T. brucei phosphofructokinase; O15648; T. brucei PFK, ADP-Glo luminescence; Potency, µM (series often up to 57.5 µM), for the others: at the top dose activity, negative = inhibition, most hits filed as inhibitors; hit rate 0.17% among 330,000; AID 485367;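 also: potency is read from the fitted curve at half-maximal effect; 0% = uninhibited 1x PFK enzyme wells and -100% = no-enzyme wells; nearly all actives have a fitted effect of over 60% in size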
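ADP-Glo luminescence quantified ADP after 45 min at room temperature, with 1.25 nM T. brucei PFK, 0.1 mM ATP and 0.5 mM fructose-6-phosphate in pH 8.0 TEA buffer. qHTS titrations up to 57 µM; curves classified by quality.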
FBPA coupling cs: inhibits coupling enzyme system, counter-screen for aldolase hits | AID 2472 | hit rate 0.67% among 290,000 | activity change, negative = inhibition, % at 58.2 µM, hits read low | coupling enzyme system counterscreen, AmpLite Red fluorescence; in the data active = activity change below about -30%; also: % is scaled to controls: 0 for no effect and ±100 for the full control effect
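Fluorescence at 525 nm excitation and 598 nm emission measured inhibition of the coupled detection system without aldolase. Compounds (at 57.5 uM final) were preincubated 10 min at room temperature with coupling enzyme reagent before a 20 min substrate/AmpLite Red step.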
a7 integrin act: activates integrin-mediated alleviation for muscular dystrophy. alpha7betagal myoblasts, beta-gal FDG fluorescence, 48 h. Potency, µM (top dose mostly 38.3 µM), without a hit: top-dose activation, most hits filed as activators. hit rate 0.064% among 350,000;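 also: potency is read from the fitted curve at half-maximal effect; 100% = response of the positive control SU9516; nearly all actives have a fitted effect of over 60% in size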
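Alpha7betagal+/- myoblasts (passage 13) were plated 16-24 hr, then exposed to compounds (1:260 dilution of DMSO stock) for 48 hours at 37C. After MPER lysis, β-galactosidase reporter activity was read as FDG fluorescence (ex 480/em 540) after 30 minutes.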
GALK inhibitor: inhibitors of human galactokinase. AID 1868. Potency, µM (highest dose often 57.5 µM), inactives show top-dose activity change, negative = inhibition, usual class: inhibitors. P51570. hit rate 0.007% among 270,000. Purified GALK, Kinase-Glo residual ATP luminescence; also: potency is read from the fitted curve at half-maximal effect; % is scaled to controls: 0 for no effect and ±100 for the full control effect
Target sequence (P51570 whole entry, looked up): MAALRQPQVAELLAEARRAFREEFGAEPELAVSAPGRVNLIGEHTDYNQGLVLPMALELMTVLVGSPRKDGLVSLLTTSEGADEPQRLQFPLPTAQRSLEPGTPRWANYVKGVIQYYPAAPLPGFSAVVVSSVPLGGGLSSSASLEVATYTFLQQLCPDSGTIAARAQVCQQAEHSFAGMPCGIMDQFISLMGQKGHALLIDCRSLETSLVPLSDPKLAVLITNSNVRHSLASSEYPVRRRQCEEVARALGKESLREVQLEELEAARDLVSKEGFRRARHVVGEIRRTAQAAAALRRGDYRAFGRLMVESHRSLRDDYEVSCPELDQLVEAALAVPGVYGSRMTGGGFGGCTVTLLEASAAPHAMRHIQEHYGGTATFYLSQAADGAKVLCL
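ATP-depletion format; final 35 uM ATP, 100 uM D-galactose, 5 nM enzyme; pH 8.0 HEPES/Mg2+ buffer; 60 min RT; luminescence read 10 min after detection reagent.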
B2AR arrestin: agonists driving beta-arrestin recruitment to human beta2-adrenergic receptor; beta-arrestin recruitment to beta2AR, cell-based reporter; Potency, µM (titrated, usually from 46.1 µM), for inactives: at the highest dose activation, hits mostly activators; hit rate 0.02% among 330,000;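 also: potency is read from the fitted curve at half-maximal effect; 0% = DMSO controls and full agonism = EC100 isoproterenol or metaproterenol; nearly all actives have a fitted effect of over 65% in size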
S-ASM inh: inhibitors of human secretory acid sphingomyelinase | P17405 | placental ASM, HMU-PC fluorogenic substrate, 60 min | Potency, µM (doses to about 57.5 µM), for inactives: at the highest dose activity change, negative = inhibition, actives largely listed as inhibitors | hit rate 0.006% among 340,000 | AID 504937; also: potency is read from the fitted curve at half-maximal effect
Target sequence (P17405 47-631 limits assumed): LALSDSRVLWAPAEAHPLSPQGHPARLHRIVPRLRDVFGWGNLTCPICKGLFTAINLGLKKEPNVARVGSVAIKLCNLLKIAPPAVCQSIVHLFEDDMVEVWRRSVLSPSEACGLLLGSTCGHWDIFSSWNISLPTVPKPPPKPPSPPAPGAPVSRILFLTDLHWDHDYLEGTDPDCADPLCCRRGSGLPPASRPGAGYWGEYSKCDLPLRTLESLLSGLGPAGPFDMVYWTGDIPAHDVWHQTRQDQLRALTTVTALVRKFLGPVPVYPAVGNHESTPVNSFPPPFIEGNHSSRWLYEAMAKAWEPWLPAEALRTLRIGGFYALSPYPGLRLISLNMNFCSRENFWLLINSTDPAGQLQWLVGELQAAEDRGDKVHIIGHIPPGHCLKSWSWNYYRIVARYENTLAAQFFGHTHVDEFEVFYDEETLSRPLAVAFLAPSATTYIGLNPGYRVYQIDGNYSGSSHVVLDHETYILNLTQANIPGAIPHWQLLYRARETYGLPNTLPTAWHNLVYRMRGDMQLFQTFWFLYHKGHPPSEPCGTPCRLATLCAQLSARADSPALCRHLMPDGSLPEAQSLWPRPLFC
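Human placenta-derived ASM preincubated with compound 10 min at room temperature, then reacted with 9 uM (final) fluorogenic HMU-PC substrate for 60 min at 37 C. Stop solution raises pH to 10; fluorescence read at Ex 386/Em 447 nm.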
Menin-MLL TR inh: inhibitors of human menin-MLL interaction, mutant MLL peptide; O00255; Menin + Texas Red MLL mutant peptide, fluorescence polarization; Potency, µM (highest dose often 61.6 µM), inactives show at the top dose FP activity change, negative = inhibition, actives largely listed as inhibitors; hit rate 0.23% among 270,000; AID 1768; active = well fitted inhibition curve with a large enough effect in the polarisation, with a control signal flat, not every such curve was filed as active; inconclusive = small, poorly fitted or top-dose-only effect, or effect the other way, or a change in a side signal; inactive = no such curve, though single readings can be large or run the other way; the % refers to the polarisation; also: potency is read from the fitted curve at half-maximal effect; % of control where 0% means no effect; many of its hits are not listed in these tables
PTAP TSG101 blk: blocks PTAP/TSG101 interaction to inhibit HIV-1 budding | Potency, µM (series often up to 115 µM), inactives show at the highest dose activity change, negative = inhibition, hits mostly inhibitors | 340,000 tested, under 10 active | Fluorescence polarization, FITC-PTAP peptide / Tsg101 binding; active = well fitted inhibition curve with a large enough effect in the main read-out, with a control signal flat, not every such curve was filed as active; inconclusive = small, poorly fitted or top-dose-only effect, or effect the other way, or a change in a side signal; inactive = no such curve, though single readings can be large or run the other way; also: potency is read from the fitted curve at half-maximal effect; % of control where 0% means no effect
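Steps: Tsg101 binding domain dispensed (10 uM final), compounds pinned in DMSO, FITC-labeled PTAP-motif peptide added (50 nM final); after 20 min binding at room temperature, polarization measured.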
Chronic BCR inh: chronic active BCR signaling inhibition; ABC-DLBCL IkBa-CBG/CBR reporter, luminescence ratio, 4 h; AID 493014; Potency, µM (top dose mostly 46.1 µM), for inactives: at the highest dose ratio change, negative = lower green/red ratio, actives largely listed as inhibitors; hit rate 0.05% among 340,000; active = well fitted inhibition curve with a large enough effect in the signal ratio, with a control signal flat, not every such curve was filed as active; inconclusive = small, poorly fitted or top-dose-only effect, or effect the other way, or a change in a side signal; the % refers to the signal ratio;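 also: potency is read from the fitted curve at half-maximal effect; plate controls were basal doxycycline-induced cells for no effect and cells given 10 µM MG132 for full effect; MG132 reads +100%, hits lower the ratio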
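TMD8 ABC-DLBCL cells carrying doxycycline-inducible green luciferase fused to IkappaBalpha plus unfused red luciferase were exposed to compounds (up to 46 uM) for 4 hrs at 37C. Activity came from the overlap-corrected green/red luminescence ratio.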
* = called active by the depositor; ? = inconclusive; · = not tested or not shown; [ ] = remark or other dose. Unless noted, calls follow the shape of the dose curve; as a rule, active = well fitted curve in the direction sought with a large enough effect; inconclusive = small, poorly fitted or top-dose-only effect, or another doubt; inactive = no such curve, though single readings can be large; an effect the other way counts as inactive or inconclusive. Not all compounds are listed. The share of hits here may be higher or lower than overall.

Sequence of screens: Giardia killer	PKM2 act	Tb PFK inh	FBPA coupling cs	a7 integrin act	GALK inhibitor	B2AR arrestin	S-ASM inh	Menin-MLL TR inh	PTAP TSG101 blk	Chronic BCR inh
1. Cc1cccc2cc(CN(Cc3ccc(F)cc3)Cc3nnnn3C3CCCC3)c(=O)[nH]c12
 : 11	6%	-2%	0	-9%	-5%	-0.7%	-12%	-15%	-2%	-8%
2. Cc1coc2c1c(C)cc1oc(=O)c(CC(=O)N[C@H](C(=O)O)C(C)C)c(C)c12
 : -4	·	2%	-1	0%	0%	0.0%	65%[activator]	6%	-11%	1%
3. Cc1ccc(C)c(S(=O)(=O)N2CCN(C(=O)c3ccc(OCc4c(C)noc4C)cc3)CC2)c1
 : 22	·	-8%	·	3%	·	0.2%	-4%	·	1%	-20%
4. O=S(=O)(Nc1ccc(-c2nc3cccnc3s2)cc1)c1cc(F)ccc1F
 : -19	-4%	24%	5	-10%	-3%	-0.6%	·	·	-5%	17%
5. Cc1cc(C)cc(OCC(=O)NNC(=O)c2ccccn2)c1
 : 14	·	18%	·	-82%[inhibitor]	·	0.0%	7%	·	-4%	-11%
6. COc1ccccc1C(=O)Nc1ccc2c(c1)OCCO2
 : ?	-25%	-2%	-7	17%	-3%	-0.3%	1%	·	2%	?
7. COc1ccc(-c2csc3ncnc(Oc4ccc5c(C)cc(=O)oc5c4)c23)cc1
 : -10	14%	6%	1	10%	0%	-0.1%	-3%	3%	1%	4%
8. COc1ccc(C2=NN(C(=O)CCC(=O)O)C(c3ccc(F)cc3)C2)cc1 (centres undefined)
 : 2	0%	2%	5	0%	-5%	-0.2%	1%	-1%	-2%	10%
9. CC(=O)Nc1c(C(=O)Nc2ccc3c(c2)OCO3)oc2ccccc12
 : -29	-1%[0.46 µM]	0%	3	-9%	4%	0.2%	50%	15%	-6%	?
10. CC1(C(=O)N2CCN(C(=O)c3ccco3)CC2)CC1(Br)Br (centres undefined)
 : -18	-1%	6%	·	-24%	-5%	0.0%	2%	·	-3%	0%
11. Cc1oc(-c2ccccc2Cl)nc1CSCC(=O)N1CCCC1
 : 1	-17%	-4%	-5	-22%	-3%	0.0%	-1%	-10%	-3%	-8%
12. COc1ccc(CN(C(=O)CSc2nnc(-c3ccc(OC)c(OC)c3)o2)c2ccc(F)cc2)cc1
 : ?	0%	-7%	-2	14%	-7%	-0.2%	-9%	2%	-1%	9%
13. Cc1ccc(C(=O)NCCCN2CCOCC2)cc1S(=O)(=O)N1CCCCC1
 : -6	·	0%	·	11%	·	-0.2%	-1%	·	-1%	8%
14. CC1CCN(C(=O)CCC(=O)N2CC(C)Oc3ccccc32)CC1 (centres undefined)
 : -7	7%	0%	1	?	·	0.0%	2%	-15%	2%	7%
15. O=C(NC1CCCCCCC1)C1c2ccccc2C(=O)N1Cc1ccco1 (centres undefined)
 : 4	0%	-3%	1	0%[7.66 µM]	-2%	0.0%	-6%	-9%	-2%	1%

Next part.
Sequence of screens: Giardia killer	PKM2 act	Tb PFK inh	FBPA coupling cs	a7 integrin act	GALK inhibitor	B2AR arrestin	S-ASM inh	Menin-MLL TR inh	PTAP TSG101 blk	Chronic BCR inh
16. O=C1N=C(N2CCc3ccccc3C2)S/C1=C\c1cccc(O)c1
 : 6	0%	-1%	2	2%	·	3.2%	-10%	6%	-5%	?
17. O=C(C1CCCC1)N1CCN(S(=O)(=O)c2ccc(F)c(F)c2F)CC1
 : -16	5%	-3%	3	-5%	-1%	0.5%	4%	9%	-9%	5%
18. CCOC(=O)C(C(=O)OCC)C(C#N)c1ccccc1 (centres undefined)
 : -4	0%	2%	0	4%	-1%	0.0%	1%	-6%	-7%	6%
19. O=C(c1cccc(OCc2ccccc2)c1)N1CCOCC1
 : -11	17%	-2%	1	-34%	2%	3.7%	0%	-17%	-5%	-1%
20. CCOC(=O)n1ccc(C(=O)Nc2ccccc2F)n1
 : 15	0%	-1%	0	-22%	-1%	-0.3%	-2%	7%	-1%	-10%
21. Cc1cccc(Oc2ccccc2NC(=O)CSCC(=O)Nc2cc(C)on2)c1
 : -10	·	-1%	·	-24%	·	-0.9%	2%	·	0%	1%
22. Cn1nc2c3cc(F)ccc3n(Cc3ccc(F)cc3)cc-2c1=O
 : 5	·	6%	-1	6%	-1%	-0.3%	-4%	12%	-17%	7%
23. Cc1cccc(C)c1N(CC(=O)NN=C1CCCCCC1)S(C)(=O)=O
 : 7	0%	2%	0	-6%	0%	-0.1%	-1%	-4%	-3%	25%
24. COc1cccc(/C(=N/O)C2CC2c2ccc(Cl)cc2)c1 (centres undefined)
 : 12	7%	-6%	0	12%	-1%	-0.3%	-4%	9%	-2%	12%
25. Cn1c(=O)c2c(nc(CO)n2C)n(C)c1=O
 : 47[activator]	-1%	0%	1	22%	-1%	0.1%	8%	1%	-4%	9%
26. c1ccc(CN=C2NN=C(c3ccccc3)CS2)cc1
 : 2	7%	9%	1	-8%	-2%	0.4%	-1%	4%	-5%	?
27. CCN(CC)CCCN(Cc1cc2cc3c(cc2[nH]c1=O)OCCO3)C(=O)Nc1ccc(F)cc1
 : -5	-10%	2%	0	-34%	4%	-1.0%	16%	-5%	-2%	-24%
28. S=C(NCCC(c1ccccc1)c1ccccc1)Nc1ccccc1Cl
 : 10	-2%	1%	-3	8%	-5%	-0.1%	-5%	-22%	-5%	?
29. COc1cccc(NC(=O)CN(C)C(=O)C2=COCCO2)c1
 : 2	·	-1%	·	12%	·	-0.4%	·	·	-2%	4%
30. COc1ccnc(Oc2cccc(C(F)(F)F)c2)c1C(=O)N/C=N/OCc1ccccc1F
 : 12	1%	6%	-2	-20%	1%	0.5%	-11%	26%	-3%	-6%

(further entries)
Sequence of screens: Giardia killer	PKM2 act	Tb PFK inh	FBPA coupling cs	a7 integrin act	GALK inhibitor	B2AR arrestin	S-ASM inh	Menin-MLL TR inh	PTAP TSG101 blk	Chronic BCR inh
31. Cn1c(=O)[nH]c(=O)c2c1nc(N1CCCCCC1)n2CC(N)=O
 : -1	-7%	0%	0	20%	0%	-0.7%	3%	-2%	-4%	?
32. COc1ccc(CC(=O)NCC(=O)N/N=C/c2ccco2)cc1
 : 2	-1%	8%	-3	-11%	2%	-0.1%	2%	0%	-2%	11%
33. CCSc1nc2sccc2c(=O)n1-c1ccccc1
 : -6	0%	-6%	3	0%	-1%	0.3%	-2%	3%	-5%	?
34. CC(=O)c1cn(CCOc2cc(C)ccc2C)c2ccccc12
 : 6	-2%	-1%	-3	-36%[inhibitor]	0%	-0.3%	-11%	8%	2%	-7%
35. CCOC(=O)c1ccc(N2C(=O)C(CC(N)=O)N(NC(=O)c3cccc(F)c3)C2=S)cc1 (centres undefined)
 : 48[activator]	·	-22%	10	-27%	0%	-0.4%	0%	28%	-7%	?
36. CCCCCc1cc(=O)oc2c(C(CCN3CCN(c4ccccc4)CC3)c3ccc(N(C)C)cc3)c(OC)cc(OC)c12 (centres undefined)
 : 11	-3%	3%	1	-42%	4%	-0.1%	-24%	·	·	-2%
